FXIa inh = factor XIa (human) inhibition; P03951; purified FXIa, Boc-Glu-Ala-Arg-AMC fluorogenic substrate; AID 798; inhibition, % at 5 µM; 0.14% of 220,000 active;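 active means inhibition of at least 40%; inactive means inhibition below 40%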;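 further: fluorescence of freed AMC excited at 355 nm; 0% = enzyme without compound and 100% = no enzyme blank; many of its hits are not listed in these tables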
Thrombin inh = blocks human thrombin protease activity; AID 1046; P00734; inhibition, % at 5 µM; alpha-thrombin, Boc-VPR-AMC fluorogenic substrate cleavage; 0.26% of 220,000 active;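 active means inhibition at or above 40%; inactive means inhibition below 40%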;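 further: 0% = enzyme with no compound and 100% = wells without enzyme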
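System – human alpha-thrombin · Medium – pH 7.5 Tris (50 mM) with NaCl 150 mM, Tween 20 0.05% · Compound – single-point dosing at 5 µM, 0.2% DMSO · Incubation – enzyme reaction carried out at room temperature · Technique – fluorescence of released AMC, ex 355 nm, em 460 nm · Read-out basis – % inhibition of thrombin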
KCC2 mod = modulators of human KCC2 chloride dependent transport. KCC2 cells, thallium flux FluoZin-2 fluorescence. B-score of Tl+ flux slope (higher = more flux/activation; lower = inhibition) at 10 µM. 2.2% of 190,000 active. AID 1456;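 active means thallium flux slope and its plate-corrected score both differing from the plate sample mean at a set confidence after two filtering rounds, in either direction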;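 further: slope of fluorescence scaled to starting intensity during 10 to 20 s after thallium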
Furin inh = inhibitors of human furin. purified furin, fluorogenic substrate cleavage. inhibition, % at 30 µM. 0.061% of 220,000 active. AID 463115; in the data active means inhibition above about 25%; further: inactives centre near -15
Target sequence (P09958 108-714 limits assumed): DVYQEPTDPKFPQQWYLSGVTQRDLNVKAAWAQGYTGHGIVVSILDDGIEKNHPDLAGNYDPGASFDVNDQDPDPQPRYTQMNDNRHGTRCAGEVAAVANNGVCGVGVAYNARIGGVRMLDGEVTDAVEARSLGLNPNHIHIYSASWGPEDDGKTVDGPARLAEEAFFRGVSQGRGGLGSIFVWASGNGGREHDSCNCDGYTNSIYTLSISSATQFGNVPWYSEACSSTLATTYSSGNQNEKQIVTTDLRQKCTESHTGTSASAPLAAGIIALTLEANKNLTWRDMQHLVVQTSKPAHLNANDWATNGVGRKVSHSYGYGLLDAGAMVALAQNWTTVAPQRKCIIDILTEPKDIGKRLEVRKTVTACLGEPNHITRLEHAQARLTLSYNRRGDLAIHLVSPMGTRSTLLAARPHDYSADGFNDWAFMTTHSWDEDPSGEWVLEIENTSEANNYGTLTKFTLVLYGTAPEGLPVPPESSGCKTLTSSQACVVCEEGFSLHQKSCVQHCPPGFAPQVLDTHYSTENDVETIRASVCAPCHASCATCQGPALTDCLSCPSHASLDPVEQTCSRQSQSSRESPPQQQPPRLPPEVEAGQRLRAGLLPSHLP
hK5 inh = kallikrein 5 (human) inhibition; recombinant hK5, fluorogenic AMC substrate cleavage; inhibition, % at 5 µM; 0.59% of 210,000 active; AID 873;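 active means inhibition of 40% or more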;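 further: 0% = enzyme controls without compound and 100% = no-enzyme blanks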
Target sequence (Q9Y337 67-293 limits assumed): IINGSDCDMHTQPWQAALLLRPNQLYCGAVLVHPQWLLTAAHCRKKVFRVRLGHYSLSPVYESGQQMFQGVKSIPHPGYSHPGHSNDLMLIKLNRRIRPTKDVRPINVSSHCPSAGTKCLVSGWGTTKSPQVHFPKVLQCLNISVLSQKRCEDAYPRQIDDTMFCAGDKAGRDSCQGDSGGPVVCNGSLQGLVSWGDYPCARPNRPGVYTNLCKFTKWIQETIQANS
p97 ATPase inh = human p97 ATPase inhibition | P55072 | recombinant p97 ATPase, Kinase-Glo ATP luminescence, 3 h | inhibition, % at 8 µM | 0.42% of 220,000 active | AID 1481; in the data active means inhibition above about 15%;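 further: 0% = DMSO vehicle and 100% = wells lacking enzyme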
FXIIa inh 1536 = factor XIIa (human) inhibition; AID 800; inhibition, % at 5 µM; P00748; 0.3% of 220,000 active; purified FXIIa, Boc-QGR-AMC fluorogenic substrate, 2 h; in the data active means inhibition above about 40%;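 further: 0% = enzyme with no compound and 100% = blank without enzyme; many of its hits are not listed in these tables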
Wee1 degr inh = human Wee1 degradation inhibition, primary screen; 1.2% of 220,000 active; reporter increase, % at 5 µM; P30291; HeLa Luc-Wee1K328M stability, luciferase luminescence; 100% = proteasome inhibitor MG132 effect;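 active means activation above the mean of all tested compounds plus 3 SD, set per screening run, cut at about 8.8% in these data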;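 further: cells exposed to compound for 20 h before luminescence read; 0% = DMSO alone and 100% = MG132 at 30 µM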
PERK inhibitor = human PERK inhibition, primary cell-based screen. Q9NZJ5. CHO PERK-DD fusion, SEAP luminescence translation reporter. inhibition, % at 5.6 µM. 0.17% of 220,000 active. AID 1416;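 active means inhibition above the mean inhibition of all tested compounds plus 3 SD, set separately per screening campaign, cut at about 2.9% in these data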;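 further: PERK kinase domain activated by AP20187 dimerizer at 100 nM; 0% = DMSO with dimerizer and 100% = rapamycin at 8.4 µM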
Starred values were filed as active, the others as inactive; nt = no result given; [ ] = another dose, or the depositor's remark. An unsorted share of the library (roughly 4.4% active in at least one column).

SMILES	FXIa inh	Thrombin inh	KCC2 mod	Furin inh	hK5 inh	p97 ATPase inh	FXIIa inh 1536	Wee1 degr inh	PERK inhibitor
COc1ccc(NC(=O)Nc2ccccc2F)c(C)c1	-0.6	-3.4	0.836	-23.3	nt	2.9	7.0	-0.1	1.7
O=C(N/N=C/c1cccc(Oc2ccccc2)c1)c1cccc(Br)c1	-10.3	-6.9	-0.456	-21.4	17.4	2.1	0.5	-0.1	0.4
CC(C)c1nc(CN2CCCCC2)cc(=O)[nH]1	-5.5	-1.7	-0.0543	-23.9	-8.3	1.0	2.8	1.0	1.0
CC(C)(CO)NCC(O)COc1ccc2c(c1)CCC2 (stereo unspecified)	8.2	-1.6	0.439	-20.7	-16.1	3.5	9.0	0.7	-0.3
COc1cccc(OC)c1C(=O)Nn1c(C2CCC2)nc2ccccc2c1=O	-6.0	-6.6	1.29	-23.2	-11.8	0.9	2.2	6.2	-0.3
Cc1ccc2nc(SCC(=O)c3ccc(Cl)s3)[nH]c2c1	5.4	4.7	1.05	-17.0[20 µM]	0.8	1.1	15.9	-1.6	-0.5
Cc1ccccc1CN1C[C@@H]2C[C@@H](c3cnc(N4CCOCC4)s3)N3CCC[C@@]23C1=O	0.7	-4.9	0.414	-13.9	4.3	-1.9	14.4	1.6	0.0
Cc1occc1C(=O)N1CCN(Cc2ccccc2)CC1	3.2	1.6	-0.497	-11.9[20 µM]	-10.1	-1.5	15.3	-2.8	-1.0
COc1ccccc1NC(=O)c1ccc(NC(=O)CN2C(=O)CN(C)C2=O)cc1	-3.9	-7.8	-0.0254	-17.9	-9.7	4.0	0.8	-3.4	0.9
CCOc1nc(C)cc(C)c1S(=O)(=O)c1ccc(Cl)cc1	-0.9	-1.7	0.00154	-18.1	3.4	-0.7	1.6	-0.2	0.9
CC1(C)CC(NC(=O)c2ccncc2)CC(C)(C)N1O	-1.8	0.8	0.263	-20.8	0.5	1.1	nt	0.8	-0.3
O=C(NCC(=O)N1CCN(S(=O)(=O)c2cccs2)CC1)c1ccc(Cl)cc1	-2.1	3.9	-0.454	13.0	-6.2	2.4	3.3	2.1	1.2
CCOC(=O)c1cccc(NC(=O)/C=C/c2ccc([N+](=O)[O-])cc2)c1	8.9	-4.5	0.171	-12.7	-10.0	3.1	16.0	0.8	0.5
COc1ccc(NC(=O)CNC(=O)c2ccc([N+](=O)[O-])cc2)cc1	-5.1	-6.7	-0.462	-24.7	-19.5	7.4	3.4	-1.1	1.5
O=C(c1ccc(Cn2cc(Cl)cn2)o1)N1CCN(Cc2ccc3c(c2)OCO3)CC1	3.6	2.1	nt	-4.4	6.9	-9.3	12.4	-1.6	-1.2
Cc1ccc(S(=O)(=O)NCC(=O)N(CC(=O)NCC2CCCO2)Cc2ccccc2)cc1 (stereo unspecified)	10.6	13.8	-0.213	-18.3	36.2	-2.4	27.4	-5.3	1.2
Cc1ccc(/C(N)=N/OC(=O)CCC2CCCCC2)cc1	6.8	3.3	0.692	-14.7	2.7	1.7	19.5	-1.9	2.4
Cc1ccc(S(=O)(=O)N2CCOCC2)cc1NC(=O)COC(=O)Cc1ccsc1	9.8	-7.3	-1.59	-13.6	-8.2	4.1	13.2	-1.1	0.8
CCCCCCOc1ccc(C(=O)n2cnc(N)n2)cc1	1.9	-2.2	nt	-20.3	-21.1	-3.0	10.7	-1.8	0.5
CN(/C(=N/S(=O)(=O)c1cccs1)c1ccccc1)c1ccc(O)cc1	0.9	nt	-0.52	-23.5	-6.5	8.9	1.9	0.0	0.1
Cc1ccc(C(=O)NNC(=O)CCC(=O)Nc2cc(C)on2)cc1	4.9	-5.0	-0.273	-17.7	0.1	5.1	9.1	0.0	1.2
Cc1ccc(N(C(=O)Cn2nnc(-c3ccc(C)o3)n2)C(C(=O)NC2CCCC2)c2ccco2)cc1 (stereo unspecified)	-5.8	0.6	-0.012	-24.0	-17.4	-0.4	6.2	-1.7	0.3
N#Cc1c(NC(=O)Cn2cnc3ccccc3c2=O)oc(-c2ccccc2)c1-c1ccccc1	9.7	5.9	-1.57	-2.9[20 µM]	-23.4	2.0	4.5	2.3	2.3
COc1ccc(-c2csc(Nc3ccc(O)cc3)n2)cc1	-0.3	-1.1	-1.17	-29.2	2.3	11.4	4.6	-4.4	-1.2
CCCOC(=O)Oc1ccc2c(=O)c(Oc3cc(C)cc(C)c3)coc2c1	20.5	21.6	-1.02	5.6	22.2	-7.5	23.8	-1.6	0.5
O=S(=O)(NCC1CCCO1)c1cc(Cl)ccc1Cl (stereo unspecified)	5.1	-0.8	-0.17	-11.6[20 µM]	3.1	1.2	13.4	-1.2	0.1
CCOc1ccc(NC(=S)NN2CCN(C)CC2)cc1	6.8	-1.4	0.323	-14.1	-18.9	3.4	14.7	2.0	0.6
COc1ccc(-n2c(C)cc(-c3cn4cccc(C)c4n3)c2C)cc1	-3.8	1.2	-0.578	-21.8	-11.6	3.7	3.0	8.8*	-0.2
Cc1cccc2cc(COC(=O)COc3ccccc3)c(=O)[nH]c12	-1.1	-9.5	nt	-12.8	-24.9	-0.8	10.8	1.4	1.0
Cc1ccnc(NC2OC(=O)c3ccccc32)c1 (stereo unspecified)	5.3	0.1	-0.92	-12.9[20 µM]	-17.3	-0.7	11.7	0.1	0.1
COc1cc(C)nc(N2CCCC(C(=O)Nc3cc(Cl)ccc3OC)C2)n1 (stereo unspecified)	-5.8	4.5	-0.987	-16.8[20 µM]	18.7	-8.5	-4.5	1.3	-0.8
CC(C)C1N(S(=O)(=O)c2ccccc2)CCN1S(=O)(=O)c1ccccc1	-13.7	-2.9	nt	-19.6	-13.6	-4.3	3.1	4.4	-0.3
COC(=O)C1=CN(CCCN2CCCC2=O)C=C(C(=O)OC)C1c1cccs1	-2.5	-4.8	nt	-87.9	-157.7	3.8	2.3	0.3	0.1
CCCNC(=O)CN(C)CC(=O)Nc1ccccc1C#N	-2.8	-2.8	-0.124	-30.3	-0.7	3.5	9.4	6.1	-0.1
O=C(O/N=C1\CCCCC1c1ccc([N+](=O)[O-])cc1[N+](=O)[O-])c1c(F)cccc1F (stereo unspecified)	6.8	5.0	nt	-21.0[20 µM]	-3.6	1.6	15.5	-0.2	-0.2
CCOC(=O)C1C(=O)NC(SCC(N)=O)=C(C#N)C1c1ccccc1OCC (stereo unspecified)	-0.7	0.2	-0.018	-20.3	1.1	6.2	11.7	-0.2	0.7
Cc1cc(C(=O)CN2CC(C)OC(C)C2)c(C)n1-c1ccccc1 (stereo unspecified)	20.0	-0.6	-0.118	-18.2	-1.4	1.7	27.0	-2.9	0.0
CCOC(=O)c1ccc(N=c2sc(C(=O)OC)cc(=O)n2-c2ccc(C(=O)OCC)cc2)cc1	6.1	-0.1	0.013	-9.1	-15.6	3.5	12.3	-0.9	0.3
c1ccc(-n2c(SCC3CCCCO3)nnc2-c2cccs2)cc1 (stereo unspecified)	-6.1	-3.4	0.772	-8.1	0.3	0.9	-0.2	-1.5	-1.4
CC(OC(=O)c1ccc2c(=O)n3c(nc2c1)CCC3)C(N)=O (stereo unspecified)	-3.2	-5.1	0.0286	-18.1	5.7	-2.3	11.0	-0.4	-0.3
O=C(CCCSc1nc2ccccc2[nH]1)NCc1ccccc1	9.0	-1.2	-0.937	-14.8	-13.0	-0.8	3.7	0.1	0.4
Cc1ccc(C2(C(F)(F)F)NC(=O)N3C(=C2C#N)Nc2ccccc23)cc1 (stereo unspecified)	-14.9	-3.8	1.35	-3.8[20 µM]	-15.8	-2.8	4.7	0.7	-1.2
Nc1c(C(=O)O)cnn1-c1ccc([N+](=O)[O-])cc1	-1.0	-1.6	-1.24	-8.3	0.6	1.6	11.0	0.3	0.6
COc1cc(NC(=O)CCN2CCN(Cc3ccccc3)CC2)cc(OC)c1	2.9	0.0	-0.905	-4.7[20 µM]	-7.9	0.4	12.7	-2.3	-1.4
COC(=O)C1C(=O)C2=C(CC1C)NC(C)=C(C(=O)OC(C)C)C2c1ccc(C)o1 (stereo unspecified)	-0.5	2.0	nt	-7.9[20 µM]	-9.4	-0.1	7.2	-0.1	-2.1
CN(C)/C=C(\C#N)C(=O)N/N=C/c1ccc(Cl)cc1	7.5	7.9	0.15	-6.8	10.7	-4.8	9.5	4.0	0.3
Cc1cccc(Cn2c(Cc3ccccc3)nc3ccccc32)c1	5.7	-6.9	-2.63	-10.3	-16.9	-8.2	5.4	1.9	-0.7
COc1ccc(COc2cc(-c3cccc(OC)c3)nc3ccc(NC(C)=O)cc23)cc1	-14.9	-5.2	0.0568	-22.5	-10.8	-2.8	-3.3	-2.4	-0.8
CCOc1ncccc1C(=O)N1CCCSC1=Nc1ccccc1OC	-5.3	-8.0	-0.559	-20.8	-4.3	0.4	nt	-4.2	1.0
O=C(NCC1([N+](=O)[O-])CN(C(=O)c2ccccc2)CN(C(=O)c2ccccc2)C1)c1ccccc1	-4.1	-3.0	0.0504	-18.7	-17.9	6.5	7.1	-0.3	-0.8
CC(=O)NCCc1nc2ccccc2n1Cc1ccc(C)cc1	7.5	-1.6	0.687	-41.7	-2.5	0.8	13.0	1.9	0.2
Cc1ccc(S(=O)(=O)N2CC3(C)CN(S(=O)(=O)c4ccc(C)cc4)CC(C)(C2)C3=O)cc1	4.0	3.8	nt	-17.2[20 µM]	-9.0	1.9	18.0	3.0	-0.6
O=C(N/N=C/c1cccnc1)c1cccc(S(=O)(=O)N2CCCC2)c1	-0.2	-1.5	0.413	-29.1	2.6	2.1	nt	3.0	0.7
O=C(NC12CC3CC(CC(C3)C1)C2)c1ccc(S(=O)(=O)N2CCOCC2)cc1	-0.8	-3.6	-0.827	-7.6	10.2	-5.8	6.1	0.5	0.1
CCC(C)(C)n1nnnc1C(c1ccc2ncccc2c1)N1CCCCCC1 (stereo unspecified)	2.3	-0.6	-0.124	-16.7[20 µM]	11.1	-3.8	11.5	3.6	-0.6
Cc1cccc(C)c1NC(=O)COC(=O)COc1ccc2c(C)cc(=O)oc2c1	8.1	-0.8	0.477	-31.7	-13.3	3.8	11.0	2.0	1.6
CCOC(=O)CCCNC(=O)COC(=O)c1ccc(O)cc1	-6.7	0.8	-1.14	-14.6[20 µM]	-0.6	2.8	2.9	1.2	1.4
COCCOC(=O)C1=C(C)NC2=C(C(=O)CC(C)(C)C2)C1c1ccc2c(c1)OCO2 (stereo unspecified)	-8.7	-9.2	nt	-8.8	-25.1	-11.1	-12.9	-2.4	-1.6
COc1ccc(-c2cc(-c3ccccc3)nc3ncnn23)cc1	-3.1	-10.6	-3.25	-106.5	-5.7	1.2	-0.7	-4.4	-0.1
CCCCOc1ccc(C(O)(CC)CCN2CCOCC2)cc1 (stereo unspecified)	-12.1	-4.8	nt	-9.3[20 µM]	-14.3	-6.3	0.9	-2.8	-1.1

In the list so far, these have an aryl thioether with sulfur outside any ring:
SMILES	FXIa inh	Thrombin inh	KCC2 mod	Furin inh	hK5 inh	p97 ATPase inh	FXIIa inh 1536	Wee1 degr inh	PERK inhibitor
Cc1ccc2nc(SCC(=O)c3ccc(Cl)s3)[nH]c2c1	5.4	4.7	1.05	-17.0[20 µM]	0.8	1.1	15.9	-1.6	-0.5
c1ccc(-n2c(SCC3CCCCO3)nnc2-c2cccs2)cc1 (stereo unspecified)	-6.1	-3.4	0.772	-8.1	0.3	0.9	-0.2	-1.5	-1.4
O=C(CCCSc1nc2ccccc2[nH]1)NCc1ccccc1	9.0	-1.2	-0.937	-14.8	-13.0	-0.8	3.7	0.1	0.4

Assay outcomes (PubChem)
